CRFBP-R2 block: antagonists of CRF-BP/CRF-R2 complex, primary screen, cell-based, HEK293, calcium dye fluorescence, uHTS; CRF-induced calcium fluorescence; inhibition, % at 11.8 µM; actives 0.59% (n = 350,000);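 active = inhibition of the ligand-induced calcium signal above about 50% at the single tested concentration, limit read from the data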
CHRM5 PAM: human M5 muscarinic receptor positive allosteric modulators, primary screen, CHO-K1 cells, Fluo-8 calcium fluorescence. Muscarinic acetylcholine receptor M5 (Homo sapiens), P08912. CHO-K1 hM5, ACh EC20 PAM; 0% = ACh EC20, 100% = ACh EC100. activation, % at 3 µM. actives 0.3% (n = 360,000);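 active = activation above the run cutoff, the mean activation of all test compounds plus 3 SD, cut at about 18% in these data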
Target sequence (P08912 whole entry, looked up): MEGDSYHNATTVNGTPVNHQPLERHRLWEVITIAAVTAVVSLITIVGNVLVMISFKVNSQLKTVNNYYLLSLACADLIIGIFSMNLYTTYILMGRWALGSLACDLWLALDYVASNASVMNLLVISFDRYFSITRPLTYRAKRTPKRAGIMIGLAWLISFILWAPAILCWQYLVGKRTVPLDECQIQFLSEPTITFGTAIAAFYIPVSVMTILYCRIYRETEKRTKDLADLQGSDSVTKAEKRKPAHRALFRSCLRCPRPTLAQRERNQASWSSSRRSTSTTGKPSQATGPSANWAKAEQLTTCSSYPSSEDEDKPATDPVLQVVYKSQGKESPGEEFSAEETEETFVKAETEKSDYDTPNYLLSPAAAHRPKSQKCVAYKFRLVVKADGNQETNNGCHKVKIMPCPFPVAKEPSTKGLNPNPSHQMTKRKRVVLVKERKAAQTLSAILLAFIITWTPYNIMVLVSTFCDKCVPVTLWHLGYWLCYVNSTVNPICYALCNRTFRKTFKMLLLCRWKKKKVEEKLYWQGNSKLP
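Test system: CHO-K1 hM5 cells / Doses: single-point, 3 µM nominal / Times: Post-acetylcholine fluorescence recording 140 s / Technique: Fluo-8 calcium fluorescence / Measure: Max/basal fluorescence ratio as % of EC20–EC100 ACh window / Benchmarks: low control EC20 acetylcholine (0%), high control EC100 acetylcholine (100%) / Replicates: one well per compound, no replicates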
M4 ag: human M4 muscarinic receptor agonists, primary screen, CHO-K1 cells, Fluo-8 calcium fluorescence | activation, % at 3 µM | CHO-K1 hM4/Gqi5; vehicle 0%, full acetylcholine response 100% | actives 0.14% (n = 360,000) | Muscarinic acetylcholine receptor M4 (Homo sapiens), P08173;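 active = activation above the run mean over all test wells plus 3 SD, cut at about 32% in these data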;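 note: peak over basal fluorescence ratio per well then scaled between controls; 0% = DMSO wells and 100% = acetylcholine at EC100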
Target sequence (P08173 whole entry, looked up): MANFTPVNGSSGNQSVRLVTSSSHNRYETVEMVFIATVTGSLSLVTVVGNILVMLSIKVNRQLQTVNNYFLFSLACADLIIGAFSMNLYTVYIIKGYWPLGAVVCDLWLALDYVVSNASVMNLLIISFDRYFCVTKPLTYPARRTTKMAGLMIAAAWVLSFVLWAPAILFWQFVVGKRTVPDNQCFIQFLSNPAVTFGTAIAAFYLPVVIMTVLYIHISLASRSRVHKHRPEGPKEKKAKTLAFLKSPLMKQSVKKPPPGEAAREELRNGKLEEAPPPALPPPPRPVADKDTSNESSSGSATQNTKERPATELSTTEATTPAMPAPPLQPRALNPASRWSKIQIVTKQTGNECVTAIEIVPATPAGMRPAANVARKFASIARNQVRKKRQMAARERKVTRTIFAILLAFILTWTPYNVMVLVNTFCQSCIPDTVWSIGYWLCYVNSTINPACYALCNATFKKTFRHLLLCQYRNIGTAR
CHRM4 PAM: human M4 muscarinic receptor positive allosteric modulators, primary screen, CHO-K1 cells, Fluo-8 calcium fluorescence; CHO-K1 hM4/Gqi5, ACh EC20; 0% = ACh EC20, 100% = maximal ACh; Muscarinic acetylcholine receptor M4 (Homo sapiens), P08173; activation, % at 3 µM; actives 0.4% (n = 360,000);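 active = activation above its plate's cutoff, the mean activation of sample wells plus 3 SD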; note: some results filed as inactive read as strong as hits
CHRM5 antagonist: human M5 muscarinic receptor antagonists, primary screen, CHO cells, Fluo-8 calcium fluorescence; Muscarinic acetylcholine receptor M5 (Homo sapiens), P08912; CHO-hM5 cells, ACh EC80; inhibition, % at 3 µM; actives 0.59% (n = 360,000);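 active = inhibition above a per-plate cutoff, the mean of that plate's test compounds plus 3 SD, cut at about 27% in these data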;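 note: 0% = acetylcholine EC80 with DMSO and 100% = DMSO without agonist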
CHRM4 antagonist: human M4 muscarinic receptor antagonists, primary screen, CHO cells, Fluo-8 calcium fluorescence; CHO-hM4 cells, ACh EC80; inhibition, % at 3 µM; actives 0.73% (n = 360,000); AID 624125, 2012;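 active = inhibition above its plate's cutoff, the mean inhibition of sample wells plus 3 SD, cut at about 27% in these data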;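 note: 0% = acetylcholine EC80 with DMSO and 100% = DMSO without agonist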
CRFBP-R2 agonist: agonists of CRF-BP/CRF-R2 complex, primary screen, cell-based, HEK293, calcium dye fluorescence, uHTS; CRF-binding protein / CRF receptor 2 complex (human); calcium dye fluorescence (FLIPR); percent of saturating CRF peptide response; activation, % at 13.2 µM; actives 0.46% (n = 350,000);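 active = activation of at least 50%, plus an integration ratio under a set limit after plate pattern correction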;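 note: plate controls were neutral control wells without compound for no effect and CRF at EC100 for full effect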
CHRM1 PAM: human M1 muscarinic receptor positive allosteric modulators, primary screen, CHO-K1 cells, Fluo-8 calcium fluorescence, 1536-well; Muscarinic acetylcholine receptor M1 (Homo sapiens), P11229; CHO-K1 hM1, ACh EC20; 0% = ACh EC20, 100% = maximal ACh; activation, % at 3 µM; actives 0.088% (n = 360,000); AID 588819, 2011; in the data active = activation above about 19%, passing the limit was not always enough
M5 ag: human M5 muscarinic receptor agonists, primary screen, CHO-K1 cells, Fluo-8 calcium fluorescence; CHO-K1 hM5 cells; 0% DMSO wells, 100% maximal acetylcholine response; activation, % at 3 µM; actives 0.19% (n = 360,000); AID 624037, 2012;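 active = activation above the run's mean over test compounds plus 3 SD, cut at about 23% in these data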;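 note: signal is peak over basal fluorescence ratio across the kinetic read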
* marks the source's active call; other numbers are inactive results; · = not tested or not shown.

Second line of a record: CRFBP-R2 block, CHRM5 PAM, M4 ag, CHRM4 PAM, CHRM5 antagonist, CHRM4 antagonist, CRFBP-R2 agonist, CHRM1 PAM, M5 ag
CCC(Oc1ccccc1C)C(=O)Nc1ccc(S(=O)(=O)Nc2cc(C)on2)cc1 (stereo not given)
    5, 4, 1, -8, 0, 14, -1.3, 0, -3
CCCc1nc2c(C)cc(Br)cn2c1Cc1ccccc1
    ·, -2, -3, -18, -10, -21, ·, -5, -3
CCCc1nnc(NC(=O)C2CCN(C(=O)C3CC(=O)N(c4ccc(C)cc4)C3)CC2)s1 (stereo not given)
    -7, -7, -1, -2, 25, 3, 0.3, -3, -4
COc1cc(Cn2c(C(=O)O)cc3sccc32)cc(OC)c1OC
    -11, 6, 1, 0, -2, -3, -1.6, 2, -2
COc1cc(Cl)c(C)cc1NC(=O)COC(=O)c1cc(SC)ccc1Cl
    -12, -3, 1, 2, -4, -5, 0.8, 5, 1
CC1CC(C)CN(S(=O)(=O)c2ccc(F)c(C(=O)Nc3ccc(Cl)cc3F)c2)C1 (stereo not given)
    -15, -7, 0, -1, 10, 3, 0.2, 8, 0
O=C(CSc1nc2ccccc2s1)N1c2ccccc2Sc2ccc(Cl)cc21
    -25, 3, 0, 11, 1, -11, 17, 17, 4
O=C(O)CC/C(=N/Nc1ccc([N+](=O)[O-])cc1)C(=O)O
    5, -3, 1, 3, 5, 5, -0.8, -4, -2
CCc1ccc(NC(=O)c2cc(-c3ccco3)on2)cc1
    2, 4, -1, 9, -3, -3, 0.9, -4, -6
Cc1ccc(CNCc2cccnc2)s1
    -6, 1, 1, 2, 6, -7, 3.2, 7, -3
COc1cc2c(cc1OC)C(C(=O)NCCN(C)C)C(c1cccs1)N(C)C2=O (stereo not given)
    -12, 0, 2, 7, 8, 0, 2.0, 11, 0
O=C1NC[C@H](CCCCN2CCN(CCc3ccccc3)C(=O)C2=O)N(CCC2CCCCC2)C1=O
    ·, -9, 1, 4, 10, 1, ·, ·, 0
Cc1cccc(C(=O)NC(=S)NNC(=O)COc2c(C)cccc2C)c1
    -90, -2, 1, 23*, -1, 3, 167*, -4, 0
COc1ccccc1/C=C1\C(=O)Nc2ccccc21
    -3, -6, 3, -5, 7, 4, -1.2, -2, -4
O=C(NCc1cccnc1)c1cn(-c2ccccc2)nc1-c1cccs1
    5, -12, 8, -6, 6, 4, -1.0, 4, 3
COc1ccc(/C=N/NC(=O)c2ccc3nc[nH]c3c2)c(OC)c1OC
    -15, 5, 2, -11, -11, 4, -0.7, 7, 12
CC(=O)N1CCc2cc(S(=O)(=O)NC(CC(C)C)C(=O)N3CCn4c3nc3ccccc34)ccc21 (stereo not given)
    -57, 7, 0, 9, -4, 8, 17, 3, 2
Cc1nn(C)cc1C(C(=O)NC1CCCCC1)N(Cc1ccccc1Cl)C(=O)c1cnccn1 (stereo not given)
    15, 1, 1, 3, 5, -12, 5.2, 12, -3
COc1ccc(N(CC(=O)NCc2cccnc2)S(=O)(=O)c2ccccc2)c(OC)c1
    6, -11, 14, -2, -1, -7, -2.7, 0, 4
COc1cccc(C2NC(=S)NC(C)=C2C(=O)c2ccccc2)c1OC (stereo not given)
    -66, -5, 1, 7, -2, -12, 12, 6, 0
COC(=O)c1ccccc1NC(=O)CSc1nnc(-c2cccnc2)o1
    -11, -2, 1, 3, 20, -9, 2.4, 4, -1
CCCCNC(=O)c1onc(CSc2ccc(F)c(F)c2)c1C(=O)NCCCC
    -2, -10, 1, -3, 14, 7, 1.7, -10, -6
CCc1nc2c(OCc3ccc(C(=O)OC)cc3)cccn2c1N(C)C(=O)CC(C)C
    ·, -6, 0, -6, 11, 11, ·, -22, -4
CC1CCc2nc3sc4c(c3c(N)c2C1)CCCC4 (stereo not given)
    -5, 0, 1, -6, -1, 2, -0.3, -13, -8
CN(C)c1ccc(/C=N/NC(=O)c2ccco2)cc1
    23, -3, 1, -4, 5, 9, -0.7, 4, 2
CCN1CCN(c2ccc([N+](=O)[O-])cc2C(=O)c2ccc(Cl)cc2)CC1
    22, -21, 2, -19, 79*, 17, 1.5, -21, -6
Cc1ccc(S(=O)(=O)NC(=O)C2(C)CCN2C(=O)C2(c3ccc(Cl)cc3)CC2)cc1 (stereo not given)
    ·, -3, 0, 2, 2, 1, ·, 11, 1
Cc1c(C(C)(C)O)[nH]c2ccc(C(F)(F)F)cc12
    0, -6, 8, 2, 11, 4, 1.2, 4, 3
O=C1C=C(c2cccc(Cl)c2)C[C@@H](c2ccc(Cl)cc2)C1
    6, -1, 2, 5, -3, -6, 3.3, 5, 4
COCCCNC(=O)CSc1ccc(Cl)cc1
    0, 5, 1, 15, -9, 2, -0.7, 19, 0
O=C(COC(=O)c1cccc(Cl)c1)NCc1ccccc1
    1, 2, 4, 2, 7, -11, -5.1, 7, -5
CCN(CC)CC(=O)Nc1cccc(S(=O)(=O)N2CCCC2)c1
    20, 2, 0, -2, -8, 0, -0.7, -6, 0
C=CCn1c(CNS(=O)(=O)c2ccc(Cl)cc2)n[nH]c1=S
    -10, -3, 2, -1, 20, 7, -1.0, 6, -4
O=C(CCC(=O)c1cccs1)Nc1ccc(F)c(F)c1F
    -3, -1, 1, -1, -5, 0, 0.1, 0, -8
CC1(C)CC2CC(C)(CN2Cc2cccc([N+](=O)[O-])c2)C1 (stereo not given)
    0, 0, -1, 0, 3, 2, 0.2, -1, 3
Cc1cc(C(=O)COc2ccccc2C(N)=O)c(C)n1C1CC1
    -18, -10, 8, -1, 7, 3, -0.4, 7, -1
O=C(NC1CCCC1)c1cc(-c2ccccc2O)on1
    8, -7, 4, -4, 11, -1, -0.9, -4, -1
C/C(CC(=O)NCc1ccc(F)cc1)=N\NC(N)=S
    7, -3, 1, -4, 5, 8, 1.8, 5, -5
CN(C)S(=O)(=O)N1CCC(Oc2ccc(C(=O)NCc3cnn(C)c3)cc2)CC1
    -4, 5, 6, 0, -7, -8, 1.9, 1, -1
Fc1cccc(C2NN=C(c3ccccc3)S2)c1 (stereo not given)
    -28, 7, 0, -2, -8, -2, -2.4, 9, 0

The last three entries of the part before lead into the next:
Second line of a record: CRFBP-R2 block, CHRM5 PAM, M4 ag, CHRM4 PAM, CHRM5 antagonist, CHRM4 antagonist, CRFBP-R2 agonist, CHRM1 PAM, M5 ag
C/C(CC(=O)NCc1ccc(F)cc1)=N\NC(N)=S
    7, -3, 1, -4, 5, 8, 1.8, 5, -5
CN(C)S(=O)(=O)N1CCC(Oc2ccc(C(=O)NCc3cnn(C)c3)cc2)CC1
    -4, 5, 6, 0, -7, -8, 1.9, 1, -1
Fc1cccc(C2NN=C(c3ccccc3)S2)c1 (stereo not given)
    -28, 7, 0, -2, -8, -2, -2.4, 9, 0
Cc1ccc(C(C[N+](=O)[O-])c2c(N)n(C)c(=O)n(C)c2=O)cc1 (stereo not given)
    -2, -5, 0, -7, 6, -2, -1.6, 10, 0
O=C(COC(=O)CC1CC2CCC1C2)NCc1ccc(Cl)cc1 (stereo not given)
    4, -4, 3, 4, 2, -6, -3.5, 2, -4
Cc1cccc(CN2CCN(CC(=O)NCc3cccs3)C2=O)c1
    -10, 1, 0, 7, -1, 4, 0.6, 0, 0
O=C(Nc1ccccc1)c1c(F)cccc1F
    18, 2, 1, 0, 7, -1, -1.2, -3, 2
N#CCCN1CCN(C(CNS(=O)(=O)c2ccc(Cl)cc2)c2ccccc2)CC1 (stereo not given)
    8, 4, 1, -3, 1, 9, -0.6, 13, -3
CCN(C(=O)Cn1nnc(-c2ccccc2)n1)C1CCS(=O)(=O)C1 (stereo not given)
    4, -5, -1, 4, 5, -12, 0.1, 5, 0
Cc1ccc(CSC2=Nc3ccccc3C3=NC(CCC(=O)NCc4ccco4)C(=O)N23)cc1 (stereo not given)
    5, -6, 1, 0, 7, 9, -1.4, 6, 1
CC(C)(C)OC(=O)N[C@@H](COCc1ccccc1)C(=O)N[C@@H](CO)[C@H](O)[C@@H]1C[C@@H]1C(=O)NC1CC1
    -15, -7, 0, 4, 18, -4, 1.1, 8, -1
N#Cc1ccccc1S(=O)(=O)N1CCN(c2nc(-c3ccccc3)nc3ccccc23)CC1
    -20, 0, 1, -1, 7, 4, 0.0, -2, 0
O=C(Nn1cnnc1)c1cc2cc(Br)ccc2oc1=O
    6, -2, 0, -5, 4, 0, 0.2, 2, -2
CCOC(=O)N1CCC(NCCNC(=O)c2ccc(F)cc2)CC1
    7, 1, 4, 7, -6, -3, 6.6, -33, 10
O=C(CSc1nnc(NC(=O)c2cccc(F)c2)s1)NC1CC1
    -4, -2, 1, 0, 21, 5, -0.5, 7, -3
CC(=O)Nc1sc(/C(C#N)=C/c2ccc(Cl)c(Cl)c2)nc1-c1ccc(C)cc1
    -320, -9, 5, -2, 17, 8, 281*, 4, 5
CNC(=O)c1c(NC(=O)CCS(=O)(=O)c2ccccc2)sc(C)c1C
    7, 1, 1, 3, -1, -2, -0.4, 5, 3
Fc1ccccc1NC(=S)N1CCN(c2ccccn2)CC1
    8, -2, 1, -6, 0, 3, 0.3, 3, -1
CC(C)C(=O)Nc1ccc(NC(=O)c2ccc3c(c2)OCO3)cc1
    10, 17, 0, -2, -12, -8, -1.5, 13, 10
CC1CCOC2(O1)C(=O)N(CN1CCN(c3cccc(Cl)c3)CC1)c1ccccc12 (stereo not given)
    10, -2, 1, -3, 0, -8, 1.4, -5, -4
COc1ccccc1CCC(=O)N1CCC(n2nccc2NC(=O)C2CCOC2)CC1 (stereo not given)
    2, -4, 0, 2, 18, -5, 1.1, 7, -7
O=C(NN=C1c2ccccc2-c2ccccc21)c1cccc(Br)c1
    18, -2, 0, 1, 1, -6, -0.9, -1, 0
COc1ccc2nc(NC(=O)C3CCCN3S(=O)(=O)c3ccc(C)cc3)sc2c1 (stereo not given)
    -11, -8, 5, -7, -10, 8, 1.0, 2, -3
CCCn1c(SCC(=O)N2CCCC(C)C2)nnc1-c1cccnc1 (stereo not given)
    3, -8, 11, -2, 15, 4, 2.8, 1, 0
CC[C@]12c3[nH]c4ccc(Cl)cc4c3CCN1C(=O)[C@@H](CC(=O)NCCc1ccccn1)C[C@@H]2C(=O)N1CCN(C(=O)c2ccco2)CC1
    -2, -5, 0, 11, -2, -12, -0.7, 2, 0
CCCCN1CCc2[nH]c(=S)[nH]c(=O)c2C1
    1, 2, 0, 11, 1, -10, -1.6, 25*, 2
O=C(Nc1ccc(/C=C/c2nc3ccccc3o2)cc1)c1ccc(F)cc1
    7, 0, 2, 0, -1, 22, 5.8, -8, -1
CC1CC(C)CN(S(=O)(=O)N2CCCC(C(=O)NC3CCCCC3)C2)C1 (stereo not given)
    -4, 10, 1, 7, -11, 5, -1.9, 3, -1
Cc1ccc(CCSc2ccc(C(C)C)cc2)cn1
    -5, -7, 2, 1, -4, -12, 1.3, 0, -1
COc1ccc(C)cc1S(=O)(=O)Nc1cccc(-c2cn3cccnc3n2)c1
    -13, 2, 1, 0, -2, -8, -2.6, 16, -2
O=C(CSc1n[nH]c(-c2cccs2)n1)N1CCN(S(=O)(=O)c2ccccc2)CC1
    -6, -6, 2, 2, -3, -3, 0.1, 2, 0

Source: PubChem (several laboratories)
